# Source: PubChem BioAssay (several laboratories)
# Tb MetRS inh – Trypanosoma brucei MetRS inhibition; purified T. brucei MetRS, ATP depletion, Kinase-Glo luminescence; inhibition, % at 11.9 µM; actives 0.4% (n = 360,000); AID 624268;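 active means inhibition above a per-plate cutoff of the control wells' mean inhibition plus 3 SD, cut at about 5.5% in these data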;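 further: 0% = DMSO wells median and 100% = median of wells with control inhibitor compound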
#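 Test system: purified T. brucei MetRS enzyme. Also added: ATP, methionine and E. coli bulk tRNA substrates. Compound: 11.9 µM single point. Schedule: 15 min enzyme-compound preincubation, 2 h reaction, 10 min detection, 25 °C. Signal: luciferase luminescence of residual ATP, Kinase-Glo. Evaluation: percent inhibition versus plate control medians. Controls: DMSO wells, low control.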
# SUMO1 PPI mod – modulators of human SUMO1-mediated protein-protein interactions; P63165; SUMO1 binding to a labelled peptide, TR-FRET, 1 h; inhibition, % at 20 µM; actives 0.33% (n = 360,000); AID 602429; in the data active means inhibition above about 37%
# Target sequence (P63165 whole entry, looked up): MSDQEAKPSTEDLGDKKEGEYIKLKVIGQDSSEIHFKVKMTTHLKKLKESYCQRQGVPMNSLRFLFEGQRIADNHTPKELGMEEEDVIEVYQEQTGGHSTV
# STEP inh – inhibitors of human striatal-enriched phosphatase STEP; recombinant STEP, OMFP fluorogenic substrate, fluorescence; actives 0.25% (n = 360,000); inhibition, % at 20 µM; AID 588621;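 active means inhibition at 20 µM, scaled per plate between control wells, above about 37%, limit read from the data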;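 further: 0% = DMSO with enzyme and substrate and 100% = substrate only without enzyme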
#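 medium = Bis-Tris buffer pH 6.0, 2.5 mM DTT, 0.005% Tween 20 | test system = STEP (striatal-enriched tyrosine phosphatase) enzyme, cell-free | measure = normalized % inhibition | compound dosing = 20 µM, 1% DMSO | also added = 25 µM OMFP | schedule = reaction 20 min, ambient temperature | measured by = fluorescence read at 480 nm ex / 540 nm em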
# Scp1 inh – inhibitors of human Scp-1 phosphatase; Q9GZU7; Recombinant Scp1, phosphopeptide, malachite green phosphate absorbance; inhibition, % at 20 µM; actives 0.88% (n = 340,000); AID 493091;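 active means inhibition above about 50% at 20 µM, limit read from the data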;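 further: plate controls were DMSO wells with enzyme for no effect and wells lacking enzyme for full effect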
#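 Assay system: SCP-1 catalytic fragment, aa 76-261 | Buffer or medium: Tris acetate buffer pH 5.5 with MgCl2 and Tween-20 | Compound: One concentration, 20 µM, with 1.0% DMSO | Also added: Phospho 17-mer peptide substrate | Signal: Absorbance at 630 nm | Incubation: 45 min enzyme reaction at room temperature | Measure: % inhibition of SCP-1 phosphate liberation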
# Rpn11 block – Rpn11 (human) deubiquitinase inhibition; O00487; actives 0.59% (n = 360,000); calls only at 20 µM; human 26S proteasome, Ub4-pepOG fluorescence polarization; 20S core pre-blocked with epoxomicin; AID 588493;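 active means inhibition at 20 µM, scaled to each plate's controls, above about 33%, limit read from the data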
# CSN inh – blocks human CSN-mediated cullin deneddylation; Q92905; Purified CSN, SCF-Nedd8-OG deneddylation, fluorescence polarization; inhibition, % at 12.5 µM; actives 0.38% (n = 360,000);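 active means pattern-corrected inhibition above about 35%, with an unprinted fluorescence ratio check between 0.5 and 1.5, limit read from the data, passing the limit was not always enough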;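 further: 0% = enzyme with substrate and 100% = substrate without enzyme; some results filed as inactive read as strong as hits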
#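 Assay system: HEK293T-derived human Csn5 enzyme; quantity: 0.24 nM enzyme; medium: Tris/NaCl/DTT buffer, pH 7.5; also added: substrate SCFSkp2-Nedd8OG, 10 nM; doses: 12.5 µM compound; schedule: 90 min reaction at room temperature; signal: FP; read-out: % inhibition of substrate cleavage by Csn5; benchmarks: substrate-only high control, full reaction low control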
# NadD block – NadD (S. aureus) enzyme inhibition | inhibition, % at 20 µM | actives 0.78% (n = 360,000) | AID 602399 | purified NadD enzyme, colorimetric absorbance read-out; in the data active means inhibition above about 26%; further: some compounds past the cut are filed as inactive
# PABP1 MLLE inh – blocks PAM2 peptide binding to the PABP1 MLLE domain | GST-MLLE / FITC-PAM2 fluorescence polarization | inhibition, % at 20 µM | actives 0.36% (n = 360,000) | AID 588489; in the data active means inhibition above about 35%, passing the limit was not always enough;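 further: plate controls were DMSO wells with GST-MLLE for no effect and wells lacking GST-MLLE protein for full effect; some results filed as inactive read as strong as hits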
# Target sequence (P11940 whole entry, looked up, the tested form may be a part): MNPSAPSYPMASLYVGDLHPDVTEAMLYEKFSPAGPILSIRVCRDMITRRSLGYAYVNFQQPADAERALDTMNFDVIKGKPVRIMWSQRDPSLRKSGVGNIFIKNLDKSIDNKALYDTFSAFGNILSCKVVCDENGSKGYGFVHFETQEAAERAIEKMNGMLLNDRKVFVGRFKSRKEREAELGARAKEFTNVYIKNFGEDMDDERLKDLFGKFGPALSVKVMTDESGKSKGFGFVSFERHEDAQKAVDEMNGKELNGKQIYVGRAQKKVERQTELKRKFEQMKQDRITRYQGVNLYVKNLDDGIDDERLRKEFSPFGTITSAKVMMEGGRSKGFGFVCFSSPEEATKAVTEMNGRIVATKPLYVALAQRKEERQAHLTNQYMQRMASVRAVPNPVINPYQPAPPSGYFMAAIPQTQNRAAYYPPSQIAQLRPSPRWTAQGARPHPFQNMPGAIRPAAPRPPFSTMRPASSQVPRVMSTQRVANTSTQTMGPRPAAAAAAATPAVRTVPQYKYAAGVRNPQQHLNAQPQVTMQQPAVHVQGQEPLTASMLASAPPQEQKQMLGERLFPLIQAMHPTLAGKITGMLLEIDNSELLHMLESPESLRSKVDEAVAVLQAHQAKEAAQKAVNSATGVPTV
# DNMT1 block – inhibitors of human DNMT1. DNMT1 molecular beacon, Hinp1I cleavage, fluorescence. inhibition (reported as % activation of signal), % at 10 µM. actives 0.83% (n = 360,000); in the data active means inhibition above about 50%
# LMPTP inh – LMPTP (human) inhibition. recombinant LMPTP-A, OMFP fluorogenic substrate, fluorescence intensity. inhibition, % at 20 µM. actives 0.22% (n = 360,000);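 active means compounds that cut the enzyme signal by at least half of the control window in the single-dose screen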;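 further: plate controls were DMSO wells with enzyme plus substrate for no effect and substrate without enzyme for full effect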
# Target sequence (P24666 whole entry, looked up): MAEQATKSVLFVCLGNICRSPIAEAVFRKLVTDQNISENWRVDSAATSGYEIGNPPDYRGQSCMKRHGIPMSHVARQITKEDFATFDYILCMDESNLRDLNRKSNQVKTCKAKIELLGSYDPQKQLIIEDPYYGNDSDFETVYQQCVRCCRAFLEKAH
#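 Test system: LMPTP-A, protein tyrosine phosphatase of low molecular weight; Input: 0.625 nM enzyme; Incubation: 50 min dark incubation at room temperature; Signal: endpoint fluorescence intensity from OMFP dephosphorylation; Read-out basis: % inhibition versus control wells.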
# * = called active by the depositor; i = inactive; x = not tested or not shown.
SMILES,Tb MetRS inh,SUMO1 PPI mod,STEP inh,Scp1 inh,Rpn11 block,CSN inh,NadD block,PABP1 MLLE inh,DNMT1 block,LMPTP inh
CC[C@]12c3[nH]c4cc(-c5ccco5)ccc4c3CCN1C(=O)[C@@H](CC(=O)NCC13CC4CC(CC(C4)C1)C3)C[C@@H]2C(=O)N1CCN(C(=O)c2ccco2)CC1,-0.5,2,-4,4,i,11,40*,-32,-4,6.4
CSc1nnc(-c2sccc2OCc2ccccc2)n1C,-1.8,2,-2,0,i,-1,4,-1,0,-0.9
Cc1cc(O)c(C(C)C)cc1N=Cc1ccc(N(C)C)cc1,-0.3,-3,-3,-3,i,-4,-1,24,-7,0.7
COc1ccccc1C(=O)N/C(=C\c1ccc(Br)cc1)C(=O)N1CCCC1,-0.1,-9,2,-7,i,6,0,-6,2,-0.3
CO/N=C\C(=N\Nc1ccc(OC)cc1)C(=O)c1ccccc1,0.2,-5,9,-10,i,6,4,2,-4,3.0
CC1(c2nnc(-c3ccccc3)o2)CC(c2ccncc2)=NO1 (stereo not given),0.5,5,-1,-8,i,4,-2,-8,4,-0.7
COc1ccc(-c2[nH][nH]c(=O)c2NC(=O)c2ccc([N+](=O)[O-])cc2)cc1,-0.5,-22,3,x,i,2,-1,24,-19,5.2
COc1ccc(/C=C2\CCC(C3CCCC3)C2=O)c(OC)c1OC (stereo not given),-0.9,-15,3,0,i,1,-3,7,-2,4.2
COc1ccc(C(=O)Nc2cccc(-c3cc4ccccc4oc3=O)c2)cc1[N+](=O)[O-],0.5,-2,3,24,i,1,35*,-17,-9,14
CCOc1ccc(CSC(=N)N)cc1Cl,-1.5,3,1,-5,i,2,-5,-24,1,1.3
O=C(O)CN1C(c2ccccc2O)Nc2ccc(Br)cc2C1c1ccccc1 (stereo not given),-0.6,2,3,-4,i,-15,8,6,2,-2.1
CSc1ccccc1OCc1cc(C(=O)N2CCc3[nH]cnc3C2c2ccccn2)no1 (stereo not given),-0.6,-3,-1,4,i,-1,9,0,-1,-0.1
COc1cc(/C=C/C(=O)O)cc(S(=O)(=O)Nc2ccccc2Oc2ccccc2)c1OC,0.0,-4,-1,-4,i,-3,-6,-1,-2,-2.7
Cc1ccc(-c2nc3cccnc3s2)cc1NS(=O)(=O)c1ccc2c(c1)OCCO2,0.0,-5,-2,-11,i,3,-2,-10,-12,1.1
COc1ccc(C)c2sc(NC(=O)C3=COCCO3)nc12,-0.4,0,0,x,i,-3,4,-6,2,1.5
O=C(OCC(=O)c1ccc[nH]1)c1ccc(Cl)nc1,-0.1,13,-1,-3,i,-7,4,-10,3,6.1
COCCNC(=O)c1ccc(N2CC3CC(C2)c2cccc(=O)n2C3)c(NC(=O)c2c(F)cccc2F)c1 (stereo not given),0.3,-3,-2,-11,i,-3,-3,-10,1,-1.3
COc1ccc(N2CCN(C(=O)COC(=O)CCc3ccccc3)CC2)cc1,-0.2,2,13,-7,i,-5,-6,2,1,0.5
CC(=O)NC(CC(=O)Nc1nc(C)cs1)c1ccccc1 (stereo not given),-0.3,1,-2,4,i,1,0,2,6,0.8
CC(C)[C@H](NC(=O)c1ccco1)C(=O)OCC(=O)N1CCc2ccccc21,-0.4,2,-9,-2,i,-3,-1,-4,-3,-0.9
COc1ccc(NC(=O)CCC(=O)Nc2nnc(C3CCCCC3)s2)cc1,-0.4,44*,-3,1,i,-4,-4,-12,11,-0.7
CCNC(=O)COc1ccc(C=O)cc1OC,-0.2,1,0,-7,i,0,5,4,2,-1.7
COc1ccccc1NC(=O)/C(C#N)=C/C=C/c1ccco1,-0.3,-2,14,-3,i,8,-8,14,8,0.1
CNC(=S)N/N=C/c1ccc(-c2cc([N+](=O)[O-])ccc2Cl)o1,-0.6,-8,2,2,i,-7,2,-10,39,1.3
Nc1nc(CSCCO)nc(Nc2ccccc2)n1,0.1,2,0,-5,i,-4,0,13,4,-0.5
COc1ccc(C(=O)NCC(=O)OCC(=O)c2c[nH]c3ccccc23)cc1,0.5,2,-2,x,i,-3,1,-15,-5,0.4
O=C(CCc1nc(-c2ccc(Cl)cc2)no1)OCc1ccc(Br)cc1,-1.5,-1,2,-9,i,-2,1,-3,-5,3.3
CCOC(=O)Cc1csc(SCC(=O)NC2CCS(=O)(=O)C2)n1 (stereo not given),0.1,-31,-8,-6,i,-3,5,0,4,-9.4
CC(C)NC(=O)c1cnn2c1NC(c1cccs1)CC2C(F)(F)F (stereo not given),-2.8,1,3,10,i,-3,2,8,0,0.1
COc1ccc(S(=O)(=O)N2CCC3(CC2)CC(=O)c2ccccc2O3)cc1OC,-0.5,2,1,-2,i,5,2,1,4,0.8
Cc1nc2ccc(C(=O)N3c4ccccc4N=C(c4ccc5c(c4)OCO5)C3C(=O)NCc3ccccc3)cc2[nH]1 (stereo not given),-0.3,-12,x,x,x,5,x,x,x,2.1
CCCCn1nnnc1C1(C)CCC(=O)N1Cc1ccc(OC)c(OC)c1 (stereo not given),-0.5,5,x,x,x,-2,-4,x,x,-1.3
CCOC(=O)c1cc(NC(=O)CN2CCCC2)cc(C(=O)OCC)c1,-1.4,8,-4,-1,i,-7,-10,-9,4,1.7
CCCCC1=CC2=CC(=O)C(C)(OC(=O)CC)C(=O)C2=CN1CCc1ccc(Br)cc1 (stereo not given),0.0,-16,3,-3,i,8,20,-12,-6,3.0
Cc1ccsc1S(=O)(=O)N1CCC(CO)(CC2CCCCO2)CC1 (stereo not given),-0.7,0,0,-4,i,-1,-4,5,-2,-0.4
NCCC(=O)N1c2ccccc2Sc2ccccc21,-0.5,0,0,-2,i,-1,2,17,6,-0.5
CN(C)C=Nc1nonc1-c1ccccc1,0.2,4,-1,-1,i,0,1,-4,-3,-2.1
COc1ccc(C(=O)C2CCCN(C(=O)CCNC(C)=O)C2)cc1OC (stereo not given),-0.8,-3,0,-4,i,2,-4,3,2,-0.9
Cc1ccc(S(=O)(=O)N2CCOCC2)cc1C(=O)NCc1cccnc1,-0.4,-1,3,-7,i,-1,0,5,0,-2.4
CN1CCN(CCC(=O)N/N=C/C=C2\N(C)c3ccccc3C2(C)C)CC1,-0.2,-6,0,-5,i,0,-3,-23,-5,-1.2
CCCNS(=O)(=O)c1cccc(C(=O)NNC(=O)c2cc(C)oc2C)c1,-0.2,11,2,1,i,2,2,3,1,0.2
CCOC(=O)Cn1c(O)c(N=NC(=O)OC)c2ccccc21,-0.7,-18,-2,-4,i,-2,0,-2,3,-1.7
Cc1ccsc1C(=O)N(C)CC(=O)N(CC(C)C)c1c(N)n(CC(C)C)c(=O)[nH]c1=O,-0.5,1,1,-3,i,-7,3,-27,-2,0.5
NS(=O)(=O)c1ccc(CCNC(=O)CCC(=O)c2cccs2)cc1,-0.2,2,1,6,i,9,9,-12,-27,1.7
Cc1ccc(OCC(=O)Nc2ccc(C)c(S(=O)(=O)N3CCCCC3)c2)c([N+](=O)[O-])n1,-0.1,-13,1,-18,i,0,2,-11,-7,0.8
O=C(Oc1ccccc1)c1ccc2c(c1)C(=O)N(Cc1ccncc1)C2=O,-0.7,-41,0,-12,i,-7,1,2,0,0.7
CCOc1cccc(C(=O)NC2CCCCC2)c1,-0.6,-1,-4,-5,i,15,-4,11,5,-2.4
CCCCN(CC)CCNC(=O)c1cc2cc3ccc(Cl)cc3nc2o1,-0.8,-35,5,-3,i,-5,-8,-3,9,-2.5
CC1(C)SC(=S)N(c2ccccc2)C1/[N+]([O-])=C/c1cccc([N+](=O)[O-])c1 (stereo not given),-0.1,-2,0,11,i,2,0,-15,0,-0.4
CCOC(=O)C1=C(C)NC(=S)N(C(C)=O)C1c1ccccc1 (stereo not given),-0.6,-1,-2,-3,i,-2,4,-117,2,0.7
CCCCn1c(N)c(Sc2ccc(Cl)cc2)c(=O)[nH]c1=O,0.9,3,0,-8,i,3,-2,8,2,-2.6

# Rewritten with values under each structure: part of the list above
# Second line of a record – Tb MetRS inh | SUMO1 PPI mod | STEP inh | Scp1 inh | Rpn11 block | CSN inh | NadD block | PABP1 MLLE inh | DNMT1 block | LMPTP inh
Cc1ccsc1C(=O)N(C)CC(=O)N(CC(C)C)c1c(N)n(CC(C)C)c(=O)[nH]c1=O
 : -0.5 | 1 | 1 | -3 | i | -7 | 3 | -27 | -2 | 0.5
NS(=O)(=O)c1ccc(CCNC(=O)CCC(=O)c2cccs2)cc1
 : -0.2 | 2 | 1 | 6 | i | 9 | 9 | -12 | -27 | 1.7
Cc1ccc(OCC(=O)Nc2ccc(C)c(S(=O)(=O)N3CCCCC3)c2)c([N+](=O)[O-])n1
 : -0.1 | -13 | 1 | -18 | i | 0 | 2 | -11 | -7 | 0.8
O=C(Oc1ccccc1)c1ccc2c(c1)C(=O)N(Cc1ccncc1)C2=O
 : -0.7 | -41 | 0 | -12 | i | -7 | 1 | 2 | 0 | 0.7
CCOc1cccc(C(=O)NC2CCCCC2)c1
 : -0.6 | -1 | -4 | -5 | i | 15 | -4 | 11 | 5 | -2.4
CCCCN(CC)CCNC(=O)c1cc2cc3ccc(Cl)cc3nc2o1
 : -0.8 | -35 | 5 | -3 | i | -5 | -8 | -3 | 9 | -2.5
CC1(C)SC(=S)N(c2ccccc2)C1/[N+]([O-])=C/c1cccc([N+](=O)[O-])c1 (stereo not given)
 : -0.1 | -2 | 0 | 11 | i | 2 | 0 | -15 | 0 | -0.4
CCOC(=O)C1=C(C)NC(=S)N(C(C)=O)C1c1ccccc1 (stereo not given)
 : -0.6 | -1 | -2 | -3 | i | -2 | 4 | -117 | 2 | 0.7
CCCCn1c(N)c(Sc2ccc(Cl)cc2)c(=O)[nH]c1=O
 : 0.9 | 3 | 0 | -8 | i | 3 | -2 | 8 | 2 | -2.6

# An unsorted share of the library. Share with any hit: about 3.6%.
